HRP interference: HRP/luminol detection interference without ALR, dose response, artefact control for ALR inhibitor project, biochemical, luminescence, no ALR or DTT; HRP/H2O2 luminol luminescence counterscreen, no ALR; hit rate 15% among 2,500; activity change, negative = inhibition, % at the top dose, mostly 10 µM; hits show AC50 in µM;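 active = signal-lowering compounds whose fitted half-maximal concentration AC50 is no higher than ten times their top tested concentration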;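 also: 0% = median of neutral control wells and -100% = median of quercitin 100 µM wells; many of its hits are not listed in these tables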
* = called active by the depositor. These rows are one share of the data (hit frequency here may not be typical).

The opening 22 records, ahead of the listing:
SMILES | HRP interference
COc1ccc(S(=O)(=O)N2CCC(C(=O)Nc3ccccc3N3CCCC3)CC2)cc1OC | -0.4%
Cc1nc2ccc(-c3ccccc3)cc2o1 | -0.9%
Cc1nc(C)c(-c2csc(Nc3ccc(O)cc3C)n2)s1 | -2.4%
Nc1nc(-c2ccc3c(c2)CCCC3)cs1 | -0.3%
CCc1ccc(NCc2ccc(OC)c(Cn3ccnc3)c2)cc1 | 0.2%
O=C(Cn1cc(C(F)(F)F)ccc1=O)N/N=C/c1ccc(O)cc1 | -3.0%
O=C(c1ccc(CS(=O)(=O)c2ccc(Br)cc2)o1)N1CCCC1 | -0.1%
O=C(CCNS(=O)(=O)c1ccccc1C(F)(F)F)N1CCN(c2ccccc2O)CC1 | 1.5%
O=C1N=C(c2ccccc2)C(c2ccccc2)N1 (centres undefined) | -2.7%
C/C(=N\NC(=O)c1cccc(N/N=C(\C)c2ccncc2)c1)c1ccncc1 | -0.2%
Cc1ccc2[nH]c(C(=O)O)c(-c3ccccc3)c2c1 | -2.4%
CC1CCc2c(sc(NC(=O)c3ccccc3C(=O)O)c2C#N)C1 (centres undefined) | -3.6%
c1ccc2c(c1)CC(N1CCCCC1)c1ccccc1N2 (centres undefined) | -5.2%
CC(=O)c1ccc(N/N=C2/CCCNC2=O)cc1 | -0.5%
COc1cc(C)c(N)cc1C(C)C | -2.6%
COc1ccc(N2CCN(CC(=O)Nc3ccc(C)c(C)c3)CC2)cc1 | -1.6%
COc1cc(/C=N/NC(=O)c2cc(-c3ccc4c(c3)OCO4)n[nH]2)ccc1O | -3.4%
Cc1ccc(-c2ccc(CCC(=O)O)n2NC(=O)c2cccs2)cc1 | -10.9%
O=C(O)CCc1ccc(-c2cccs2)n1NC(=O)c1ccccc1Br | 0.1%
CCCc1ccc(-c2cc(N)n[nH]2)cc1 | 1.5%
O=C(O)CC/C(=N\Nc1ccccc1[N+](=O)[O-])c1cccs1 | -8.1%
COc1cccc(/C=C2\SC(=S)N(NS(=O)(=O)c3ccc(C)cc3)C2=O)c1OC | -9.4%

The whole of this part, repeating the preview:
SMILES | HRP interference
COc1ccc(S(=O)(=O)N2CCC(C(=O)Nc3ccccc3N3CCCC3)CC2)cc1OC | -0.4%
Cc1nc2ccc(-c3ccccc3)cc2o1 | -0.9%
Cc1nc(C)c(-c2csc(Nc3ccc(O)cc3C)n2)s1 | -2.4%
Nc1nc(-c2ccc3c(c2)CCCC3)cs1 | -0.3%
CCc1ccc(NCc2ccc(OC)c(Cn3ccnc3)c2)cc1 | 0.2%
O=C(Cn1cc(C(F)(F)F)ccc1=O)N/N=C/c1ccc(O)cc1 | -3.0%
O=C(c1ccc(CS(=O)(=O)c2ccc(Br)cc2)o1)N1CCCC1 | -0.1%
O=C(CCNS(=O)(=O)c1ccccc1C(F)(F)F)N1CCN(c2ccccc2O)CC1 | 1.5%
O=C1N=C(c2ccccc2)C(c2ccccc2)N1 (centres undefined) | -2.7%
C/C(=N\NC(=O)c1cccc(N/N=C(\C)c2ccncc2)c1)c1ccncc1 | -0.2%
Cc1ccc2[nH]c(C(=O)O)c(-c3ccccc3)c2c1 | -2.4%
CC1CCc2c(sc(NC(=O)c3ccccc3C(=O)O)c2C#N)C1 (centres undefined) | -3.6%
c1ccc2c(c1)CC(N1CCCCC1)c1ccccc1N2 (centres undefined) | -5.2%
CC(=O)c1ccc(N/N=C2/CCCNC2=O)cc1 | -0.5%
COc1cc(C)c(N)cc1C(C)C | -2.6%
COc1ccc(N2CCN(CC(=O)Nc3ccc(C)c(C)c3)CC2)cc1 | -1.6%
COc1cc(/C=N/NC(=O)c2cc(-c3ccc4c(c3)OCO4)n[nH]2)ccc1O | -3.4%
Cc1ccc(-c2ccc(CCC(=O)O)n2NC(=O)c2cccs2)cc1 | -10.9%
O=C(O)CCc1ccc(-c2cccs2)n1NC(=O)c1ccccc1Br | 0.1%
CCCc1ccc(-c2cc(N)n[nH]2)cc1 | 1.5%
O=C(O)CC/C(=N\Nc1ccccc1[N+](=O)[O-])c1cccs1 | -8.1%
COc1cccc(/C=C2\SC(=S)N(NS(=O)(=O)c3ccc(C)cc3)C2=O)c1OC | -9.4%
O=c1[nH]c(/C=C\c2ccccc2F)nc(O)c1[N+](=O)[O-] | 14.8%
O=C(Nc1ccc(N2CCCCC2)cc1)c1cccnc1 | 0.5%
C(=C\c1nc2ccccc2[nH]1)/c1ccccc1 | -1.6%
CC(=O)Nc1ccc(S(=O)(=O)N[C@@H](C)C(=O)N2CCN(c3ccccn3)CC2)cc1 | 1.7%
CCn1c(SCc2nc3sc(C(=O)O)c(C)c3c(=O)[nH]2)nc2ccccc21 | -2.2%
Cn1ccnc1SCc1cn2ccccc2n1 | -2.8%
Cc1ccc(NC2CCCN(C(=O)c3cn4cccc(C)c4n3)C2)cc1C (centres undefined) | -6.3%
CN(C)c1ccc(CN(Cc2ccco2)C(=O)c2ccco2)cc1 | -2.6%
COc1ccc(N2CCN(C(=O)c3ccc(SC)cc3OC)CC2)cc1 | 0.9%
COc1cc(C)c(C(=O)Oc2cc(C)c(C(=O)O)c(O)c2C)c(OC)c1C | -9.3%
Cc1c(Br)c(O)c(Br)c(O)c1/C=N/n1c(-c2ccccc2)n[nH]c1=S | -8.2%
COc1ccc(/C=C2\C(=O)ON=C2c2ccccc2)cc1 | -0.7%
Cc1ccc(N2C(=O)CSC2c2cccnc2)cc1F (centres undefined) | 1.5%
CCN(C(=O)CN1CCN(c2cccc(Cl)c2)CC1)c1c(N)n(Cc2ccccc2)c(=O)[nH]c1=O | -0.5%
COc1cccc(CNc2nc3ccccc3n2CCN2CCCCC2)c1 | -0.1%
COc1cccc(N2CCN(Cc3nc(N)nc(Nc4ccccc4)n3)CC2)c1 | -2.9%
O=S(c1ccc2ccccc2c1)c1cnns1 (centres undefined) | -1.4%
Cc1nc2ccc(S(=O)(=O)NCC(=O)N(C)Cc3ccccc3)cc2s1 | 0.6%
CC(C)c1ccc(NC2CCCN(C(=O)CCN3CCCC3=O)C2)cc1 (centres undefined) | -1.2%
CNc1nc(N)c(C(=O)C23CC4CC(CC(C4)C2)C3)s1 | -2.1%
COc1ccc(NC(=O)CC2Nc3cccc4cccc(c34)NC2=O)cc1 (centres undefined) | -5.9%
O=C1NC(=O)/C(=C\c2ccc(O)cc2O)S1 | 7.54µM*
NNc1nc2ccc(F)cc2s1 | 2.1%
O=C(Cn1cccn1)N1CCCC(Nc2ccc(F)c(F)c2)C1 (centres undefined) | -1.7%
COc1cc(/C=N/NC(=O)c2cc(-c3c(C)nn(-c4ccccc4)c3C)n[nH]2)ccc1O | 1.1%
CC(C)(C)c1nnc(N/N=C/c2ccc(O)cc2)n(N)c1=O | -11.4%
CCC(C)Nc1nc2c(c(=O)n(C)c(=O)n2C)n1Cc1cccc(C)c1 (centres undefined) | -5.7%
COc1cc(/C=N\Nc2nc3ccccc3[nH]2)cc(OC)c1OC | -10.6%
COC(=O)c1ccc2[nH]c3c(c2c1)CC(C)CC3 (centres undefined) | 0.7%
CC(C)NS(=O)(=O)c1ccc2c(c1)NCC2 | -1.5%
CCc1c(C)[nH]n(-c2ccc(Oc3ccccc3)c(S(=O)(=O)O)c2)c1=O | -15.8%
Cc1cccc(CSc2nn3c(=O)c(C)nnc3s2)c1 | 4.6%
Nc1ccc2nc[nH]c2c1 | -6.7%
Cc1ccc(N/N=C2\CCS(=O)(=O)c3sccc32)cc1 | 2.1%
CN1CCN(c2ccc(Nc3ccnc4cc(Cl)ccc34)cc2)CC1 | 3.4%
Cc1cc(C(=O)Nc2ccc(S(=O)(=O)Nc3onc(C)c3C)cc2)cs1 | -0.2%
COc1ccccc1-c1n[nH]c(=S)n1-c1ccccc1 | -3.7%
CCS(=O)(=O)N1CCN=C1SCc1cccnc1 | -6.6%
Further compounds:
SMILES | HRP interference
Cc1[nH]c2ccccc2c1N=Nc1cccc(C(=O)O)c1 | -10.3%
CNC(=O)c1csc(-c2ccc(C)cc2)n1 | -0.5%
COc1cc(C(=O)N/N=C/c2cccc(Oc3ccccc3)c2)ccc1O | -5.1%
CCC(C)(C)n1nnnc1CN1CCc2ccccc21 | -0.2%
Nc1c(Cl)ncnc1N/N=C/c1cccc(O)c1 | -6.0%

Grouped by structure: those above with a Cl atom.
SMILES | HRP interference
CCN(C(=O)CN1CCN(c2cccc(Cl)c2)CC1)c1c(N)n(Cc2ccccc2)c(=O)[nH]c1=O | -0.5%
CN1CCN(c2ccc(Nc3ccnc4cc(Cl)ccc34)cc2)CC1 | 3.4%
Nc1c(Cl)ncnc1N/N=C/c1cccc(O)c1 | -6.0%

Screening data (PubChem)
